Compound activity: PubChem, several laboratories
AID2073: disruptors of CaV2.2 binding to Mint1 – biochemical, HTRF (AID 2073) | HTRF protein-protein interaction, Mint1-CaV2.2; higher % means a stronger effect | inhibition, % at 20 µM, or IC50 in µM where a hit was titrated | 290,000 compounds, 0.19% hits; in the data active means inhibition mostly above about 51%, no sharp cut-off; further: some results filed as inactive read as strong as hits
M17LAP inhibition: P. falciparum M17LAP inhibitors, primary screen, biochemical, fluorogenic H-Leu-NHMec substrate, 1536-well (AID 1619). 220,000 compounds, 0.38% hits. recombinant M17LAP, H-Leu-NHMec fluorogenic kinetic assay; higher % means a stronger effect. inhibition, % at 30 µM; hits with a dose series show IC50 in µM;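 active means compound inhibiting the enzyme by more than half at any dose during confirmatory dose-response retesting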;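 further: plate controls were full reaction with DMSO carrier for no effect and no enzyme background for full effect; strong numbers were not always called active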
Siah-1 displacement: Siah-1 peptide-binding antagonists, primary screen, biochemical, fluorescence polarization, rhodamine-plectin, uHTS (AID 1817). Siah-1 / rhodamine-plectin peptide fluorescence polarization; higher % means a stronger effect. displacement, % at 20 µM, or IC50 in µM where a hit was titrated. 290,000 compounds, 0.02% hits;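 active means displacement of at least 50% at 20 µM, with a fluorescence ratio check between 0.3 and a set limit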;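 further: plate controls were Siah plus tracer with DMSO for no effect and tracer alone without Siah for full effect; strong numbers were not always called active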
LYP phosphatase: inhibitors of LYP phosphatase, biochemical, fluorescence intensity, uHTS (AID 1779) | recombinant LYP phosphatase, fluorescence intensity; higher % means a stronger effect | inhibition, % at 11.5 µM, or IC50 in µM where a hit was titrated | 290,000 compounds, 0.054% hits;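 further: plate controls were vehicle with enzyme for no effect and no enzyme for full effect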
ER stress rescue: protection against thapsigargin-triggered cell killing – 384-well, CSM14.1, ATP luminescence, primary screen (AID 1222); cellular ATP content (survival), % at 20 µM; hits with a dose series show EC50 in µM; CSM14.1 thapsigargin-induced death rescue, ATP luminescence; higher % means a stronger effect; 190,000 tested, under 10 active;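 active means EC50 below 50 µM in the dose-response confirmation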;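 further: death triggered by thapsigargin at about 15 µM added after 2 h compound pretreatment; cell ATP read after overnight thapsigargin exposure of roughly 18 to 22 hours; normalized against plate controls of thapsigargin alone and 5% DMSO vehicle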
HEK293 NOD2/NF-kB: inhibition of NOD2-driven NF-kB reporter – cell-based, luminescence, uHTS, HEK293 (AID 1566). HEK293 NOD2/NF-kB luciferase reporter, luminescence; higher % means a stronger effect. 290,000 compounds, 0.63% hits. one-dose inhibition, % at 4 µM; EC50 in µM for titrated hits; further: many of its hits are not listed in these tables
Lipid droplet: modulators of hepatic lipid droplet formation | 240,000 compounds, 0.4% hits | inhibition, % at 6.5 µM | AML12 mouse hepatocytes, oleate lipid droplets, BODIPY imaging;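 active means lipid droplet intensity inhibited by at least 50%, with more than 500 cells counted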
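Material: mouse AML12 hepatocyte cell line, fixed after treatment; Timing: compound with oleate, overnight; Technique: high-content imaging of BODIPY-stained droplets and DAPI nuclei; Probe or stimulus: oleate, 100 µM final; Dosing: compound at 6.5 µM only.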
XIAP displacement: small molecules displacing peptide from XIAP – biochemical, IAP family, fluorescence polarization (AID 1018) | XIAP BIR domain, fluorescence polarization peptide displacement; higher % means a stronger effect | displacement, % at 20 µM; hits with a dose series show IC50 in µM | 200,000 compounds, 0.007% hits; in the data active means displacement above about 50%; further: a part of the inactive calls stands beside numbers as strong as those of hits
P. falciparum M1AAP: malaria alanyl aminopeptidase activity blockers – biochemical, fluorogenic H-Leu-NHMec substrate, 1536-well (AID 1445) | recombinant M1AAP, H-Leu-NHMec fluorogenic kinetic assay; higher % means a stronger effect | inhibition, % at 30 µM; hits with a dose series show IC50 in µM | 220,000 compounds, 0.42% hits;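 active means primary inhibition above the hit cutoff, then over 50% inhibition at one or more dose response concentrations, cut at about 23% in these data, passing the limit was not always enough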;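 further: plate controls were DMSO full reaction for no effect and no enzyme background for full effect; strong numbers were not always called active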
Lipid droplet cells 6.5 µM: further read-out of Lipid droplet, marked with its call; cell count; measured here: cell count, cytotoxicity flag;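 cells counted across two imaged fields per well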
The depositor's hits bear a star; nt = no result given. Unless noted, no stated cut-off is given here; in the data, active means inhibition above about 50%; inactive means the rest. A portion of the library (hit frequency here may not be typical).

Below each compound: AID2073	M17LAP inhibition	Siah-1 displacement	LYP phosphatase	ER stress rescue	HEK293 NOD2/NF-kB	Lipid droplet	Lipid droplet cells 6.5 µM	XIAP displacement	P. falciparum M1AAP
CC(C)c1ccc(S(=O)(=O)c2cn(Cc3ccc(F)cc3)c3cc4c(cc3c2=O)OCO4)cc1
→ 7%	-8%	-7%	-3%	-0.6%	-22%	3	610	-4.8%	1%
Cc1cc(=O)cc(C)n1-c1ccc(O)cc1
→ 4%	-8%	5%	-5%	-1.3%	5%	15	747	1.8%	-2%
COc1ccc(OCC(=O)Nc2nnc(-c3ccco3)s2)cc1
→ 14%	16%	16%	2%	-3.0%	-2%	2	773	-4.4%	5%
Nc1cc(N)nc(SCC(=O)N2CCN(S(=O)(=O)c3ccccc3)CC2)n1
→ -40%	-5%	-5%	-8%	nt	4%	0	658	nt	-1%
CC(C)n1c(N2CCN(C(=O)N3CCCCC3)CC2)nc2ccccc21
→ 20%	-1%	2%	-4%	2.8%	-1%	-26	696	-3.9%	2%
COc1ccc([N+](=O)[O-])cc1NC(=O)Nc1ccc(OC)c(OC)c1
→ -12%	7%	-3%	5%	-0.3%	3%	1	683	-5.7%	11%
COC(=O)c1ccc(CSc2cc(C)c3cc(C)cc(C)c3n2)o1
→ 2%	-2%	-5%	-2%	nt	22%	-8	702	-14%	2%
Cc1cccc(OCCOCCSc2ncccn2)c1
→ -8%	6%	2%	-5%	3.9%	0%	10	723	-3.4%	12%
CCCCC(=O)N1CCN(c2nc3ccc(F)cc3s2)CC1
→ 4%	nt	-2%	-1%	nt	-32%	-8	700	nt	nt
Cc1ccc2cccc(OCc3ccc(F)cc3)c2n1
→ 16%	nt	0%	-6%	nt	6%	-6	823	nt	nt
COc1ccc(Cl)cc1C(=O)Nc1ccc(Br)c(C)n1
→ 33%	-1%	3%	-9%	-0.5%	-3%	0	723	-7.1%	6%
O=C(NNC(=O)c1cc(OCC(F)(F)F)ccc1OCC(F)(F)F)c1ccc(Cl)c(Cl)c1
→ 12%	4%	5%	-1%	-3.5%	2%	-8	698	-5.9%	-5%
COC(C[C@@H]1O[C@H]1[C@@H](O)COCc1ccccc1)OC
→ 6%	17%	4%	-5%	nt	22%	1	692	nt	0%
CCCCCOc1ccccc1C(=O)NCC(=O)O
→ 1%	5%	-4%	-8%	3.2%	-2%	nt	nt	-1.3%	3%
O=C(CC12CC3CC(CC(C3)C1)C2)Nc1nncs1
→ 20%	nt	5%	-6%	nt	-4%	10	855	nt	nt

Next part, starting with the last two of the part before.
Below each compound: AID2073	M17LAP inhibition	Siah-1 displacement	LYP phosphatase	ER stress rescue	HEK293 NOD2/NF-kB	Lipid droplet	Lipid droplet cells 6.5 µM	XIAP displacement	P. falciparum M1AAP
CCCCCOc1ccccc1C(=O)NCC(=O)O
→ 1%	5%	-4%	-8%	3.2%	-2%	nt	nt	-1.3%	3%
O=C(CC12CC3CC(CC(C3)C1)C2)Nc1nncs1
→ 20%	nt	5%	-6%	nt	-4%	10	855	nt	nt
COc1ccc(CNc2ncc(-c3ccccc3)n2C)c(OC)c1OC
→ -12%	nt	10%	-12%	nt	12%	8	790	nt	nt
CC(=O)c1ccccc1C(=O)N1CCCC(C(=O)c2ccc(C(F)(F)F)cc2)C1 (stereo unspecified)
→ 33%	nt	-3%	-10%	nt	-6%	-4	769	nt	nt
COc1cc2[nH]c(C(=O)N3CCc4ccccc43)cc2c(OC)c1OC
→ -4%	nt	3%	-2%	nt	-31%	nt	nt	nt	nt
CCn1cc(CNC(=O)c2ccc(OC3CCN(Cc4ccccn4)CC3)cc2)cn1
→ 1%	nt	-1%	-7%	nt	13%	-2	845	nt	nt
CC1=CC(=O)C=CC1(C)C(Cl)Cl (stereo unspecified)
→ 13%	-9%	-4%	-4%	-1.7%	6%	nt	nt	0.0%	0%
O=C(NCCc1ccccn1)C1CCN(S(=O)(=O)c2ccc(Cl)cc2)CC1
→ -15%	7%	-2%	-7%	0.1%	28%	17	674	-2.8%	0%
CCC(C)C(NC(=O)C(CC(C)C)NC(=O)C(CO)NC(=O)C1CCC(=O)N1)C(=O)OC (stereo unspecified)
→ 28%	5%	-3%	-3%	-0.5%	5%	11	672	-3.5%	1%
NC(CO)C12CC3CC(CC(C3)C1)C2 (stereo unspecified)
→ -3%	-7%	-3%	-6%	nt	5%	1	768	nt	1%
CC(C)CNC(=O)Cn1c(=O)c2c(ncn2CC(C)C)n(Cc2ccccc2)c1=O
→ 12%	-3%	9%	-2%	2.4%	6%	5	611	-5.3%	4%
CC(C)C(=O)N1N=C2CCCCC2C1(O)C(F)(F)F (stereo unspecified)
→ 2%	-7%	-1%	-3%	nt	10%	-11	743	-8.2%	-2%
CCOC(=O)C1=C(C)Nc2ccccc2N=C1NC(=O)Cc1ccc(Br)cc1
→ -5%	5%	6%	-6%	0.9%	-7%	-1	692	-3.2%	0%
Cc1ccc(C2=NN(CC(=O)NCCC(C)C)C(=O)CC2)cc1
→ 5%	nt	-1%	-3%	nt	-2%	8	831	nt	nt
COc1ccc(C2CC(C(F)(F)F)n3nc(C(=O)O)c(Cl)c3N2)cc1OC (stereo unspecified)
→ -7%	14%	-5%	-6%	-1.3%	-5%	nt	nt	-20%	2%
Brc1ccc(-c2csc(N/N=C/c3cccnc3)n2)cc1
→ 18%	2%	0%	-2%	0.0%	-4%	20	634	-6.7%	13%
CCc1ccc(NC(=S)N(Cc2ccc(Cl)cc2)Cc2ccc(C(=O)O)cc2)cc1
→ 25%	1%	2%	2%	-16%	17%	0	685	-9.1%	8%
CC(NC(=O)c1cccc(Br)c1)c1ccccc1 (stereo unspecified)
→ -4%	0%	1%	-2%	-0.7%	-1%	-2	686	-4.9%	1%
Oc1ccc(O)c(Cc2nc3ccccc3[nH]2)c1
→ -8%	14%	9%	-5%	-0.8%	18%	-4	677	-3.9%	6%
O=C(CSCc1ccc(Cl)cc1)N/N=C/c1c(Cl)cccc1Cl
→ 6%	5%	12%	9%	-2.8%	4%	-7	622	4.0%	0%
O=C(NCCCN1CCOCC1)c1cc(Cl)ccc1Cl
→ -1%	nt	9%	-5%	nt	18%	-7	789	nt	nt
CCOC(=O)c1ccc(NC(=O)c2cc(OC)c(OC)c(OC)c2Br)cc1
→ 0%	-5%	7%	-5%	-0.5%	3%	-5	646	-6.3%	-1%
COc1cc(OC)cc(C(=O)OCC(=O)N2CCCC2)c1
→ 15%	nt	-6%	-11%	nt	-2%	0	796	nt	nt
CC(C)CNS(=O)(=O)c1ccc(CCC(=O)N2CCC(C(N)=O)CC2)cc1
→ 42%	0%	-1%	-7%	-1.5%	9%	0	704	-3.4%	-6%
CCCCN(C)C(=O)C1CCCN(S(=O)(=O)c2ccc3c(c2)oc(=O)n3C)C1 (stereo unspecified)
→ -1%	nt	4%	-7%	nt	18%	7	731	nt	nt
C=CCNC(=O)c1ccncc1
→ -7%	3%	1%	-6%	0.4%	-7%	nt	nt	-1.4%	-4%
Cc1ccc(S(=O)(=O)c2c(C)nn(-c3ccccc3)c2OC(=O)c2ccco2)cc1
→ 14%	12%	1%	-7%	-2.7%	3%	14	655	-2.1%	6%
Cc1cc(OCC(=O)Nc2ccc(S(=O)(=O)N3CCN(C)CC3)cc2)cc(C)c1Cl
→ -5%	-1%	0%	-11%	0.0%	1%	5	732	-3.2%	3%
CCn1c(SCc2c(Cl)cccc2Cl)nnc1-c1nn(-c2ccccc2)ccc1=O
→ 2%	19%	5%	-3%	-2.7%	11%	nt	nt	-1.1%	6%
N#Cc1ccc(-c2cn(-c3ccccc3)c3[n+]2CCCS3)cc1
→ 1%	1%	-1%	-2%	-1.0%	-8%	23	719	-6.4%	0%
O=C(COc1ccc(Br)cc1Br)NC(=O)NC1CCCC1
→ -3%	11%	1%	6%	0.4%	-72%	-1	702	-5.7%	8%
Cc1ccccc1CNC(=O)C1CCN(c2nnc(N3CCCC3=O)s2)CC1
→ 9%	nt	7%	-7%	nt	2%	-1	799	nt	nt
O=C(c1ccc(F)cc1)N1CCN(C(=O)c2ccc([N+](=O)[O-])cc2)CC1
→ -9%	1%	15%	-8%	-0.1%	9%	2	704	-5.8%	10%
CCOC(=O)c1[nH]c(C)c(C(=O)Nc2ccc(C)c(C)c2)c1C
→ 6%	7%	1%	1%	1.0%	-7%	nt	nt	-0.9%	0%
CC(=O)c1ccc(N2CCN(CC(=O)Nc3ccc4c(c3)OCCO4)CC2)cc1
→ 14%	nt	2%	-10%	nt	11%	0	797	nt	nt
O=C(O)c1ccc(Cl)cc1Nc1nc2cc(Cl)ccc2o1
→ 30%	nt	2%	-6%	nt	6%	-29	731	nt	nt
O=C(c1cc2nc(-c3cccs3)cc(C(F)(F)Cl)n2n1)N1CCCc2ccccc21
→ 15%	-2%	-5%	14%	-0.4%	16%	7	543	-6.5%	5%
Cc1ccc(C)c(NC(=O)CSc2nnc(-c3ccncc3)o2)c1
→ 1%	1%	3%	-8%	nt	-18%	11	660	nt	12%
CCc1nnc(NC(=O)CN2CCCC(C)C2)s1 (stereo unspecified)
→ 1%	nt	0%	-3%	nt	7%	7	853	nt	nt
CC(=O)Nc1ccc(NC(=O)c2cccc3ccccc23)cc1
→ 11%	nt	0%	-9%	nt	8%	6	817	nt	nt
Cc1cccc(NC(=S)NC23CN4CN(CN(C4)C2)C3)c1
→ -11%	12%	-2%	5%	2.5%	0%	10	668	-7.2%	-2%
CCS(=O)(=O)Nc1ccc(C2=NN(S(C)(=O)=O)C(c3cccs3)C2)cc1 (stereo unspecified)
→ 18%	-5%	3%	-4%	1.5%	-22%	22	661	-3.1%	3%
COc1ccccc1NC(=S)N(CCc1nc2cc(C)c(C)cc2[nH]1)Cc1cccnc1
→ -33%	3%	-6%	-6%	1.1%	-22%	nt	nt	-1.2%	7%
CC1(C)Cc2ccccc2-c2nnc(SCC(=O)N3CCN(c4ccccc4)CC3)n21
→ -15%	6%	-3%	-5%	-2.2%	36%	-28	764	-13%	3%
Cc1cccc(NC(=O)Cn2cccc2)c1
→ 2%	9%	-3%	-6%	-1.0%	10%	nt	nt	-5.0%	7%
CCOc1ccc(S(=O)(=O)N2CCN(c3ccccc3OC)CC2)c2cccnc12
→ 0%	2%	1%	-6%	0.9%	2%	nt	nt	-2.3%	4%
CC(=O)Nc1ccc(NS(=O)(=O)c2ccc3[nH]c(=O)[nH]c3c2)cc1
→ 2%	1%	-3%	1%	-0.8%	2%	1	717	-4.0%	5%
O=C(c1[nH]ncc1-c1ccccc1)C1CO1 (stereo unspecified)
→ 3%	-3%	-5%	-7%	nt	nt	-3	712	nt	11%
Cc1cccc(Cn2c(N(C)CCO)nc3c2c(=O)[nH]c(=O)n3C)c1
→ 8%	4%	-3%	10%	-0.1%	12%	4	712	-7.2%	-6%
